NSD2 block: inhibitors of human NSD2 methyltransferase; O96028; NSD2-SET H3K36me1 DELFIA fluorescence, biochemical; inhibition, % at 12.5 µM; actives 0.07% (n = 44,000); in the data active = inhibition above about 54%, passing the limit was not always enough; inconclusive = no clear call, values can overlap the other calls;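 note: inhibitors reduce the monomethyl H3K36 fluorescence signal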
Target sequence (O96028 whole entry, looked up): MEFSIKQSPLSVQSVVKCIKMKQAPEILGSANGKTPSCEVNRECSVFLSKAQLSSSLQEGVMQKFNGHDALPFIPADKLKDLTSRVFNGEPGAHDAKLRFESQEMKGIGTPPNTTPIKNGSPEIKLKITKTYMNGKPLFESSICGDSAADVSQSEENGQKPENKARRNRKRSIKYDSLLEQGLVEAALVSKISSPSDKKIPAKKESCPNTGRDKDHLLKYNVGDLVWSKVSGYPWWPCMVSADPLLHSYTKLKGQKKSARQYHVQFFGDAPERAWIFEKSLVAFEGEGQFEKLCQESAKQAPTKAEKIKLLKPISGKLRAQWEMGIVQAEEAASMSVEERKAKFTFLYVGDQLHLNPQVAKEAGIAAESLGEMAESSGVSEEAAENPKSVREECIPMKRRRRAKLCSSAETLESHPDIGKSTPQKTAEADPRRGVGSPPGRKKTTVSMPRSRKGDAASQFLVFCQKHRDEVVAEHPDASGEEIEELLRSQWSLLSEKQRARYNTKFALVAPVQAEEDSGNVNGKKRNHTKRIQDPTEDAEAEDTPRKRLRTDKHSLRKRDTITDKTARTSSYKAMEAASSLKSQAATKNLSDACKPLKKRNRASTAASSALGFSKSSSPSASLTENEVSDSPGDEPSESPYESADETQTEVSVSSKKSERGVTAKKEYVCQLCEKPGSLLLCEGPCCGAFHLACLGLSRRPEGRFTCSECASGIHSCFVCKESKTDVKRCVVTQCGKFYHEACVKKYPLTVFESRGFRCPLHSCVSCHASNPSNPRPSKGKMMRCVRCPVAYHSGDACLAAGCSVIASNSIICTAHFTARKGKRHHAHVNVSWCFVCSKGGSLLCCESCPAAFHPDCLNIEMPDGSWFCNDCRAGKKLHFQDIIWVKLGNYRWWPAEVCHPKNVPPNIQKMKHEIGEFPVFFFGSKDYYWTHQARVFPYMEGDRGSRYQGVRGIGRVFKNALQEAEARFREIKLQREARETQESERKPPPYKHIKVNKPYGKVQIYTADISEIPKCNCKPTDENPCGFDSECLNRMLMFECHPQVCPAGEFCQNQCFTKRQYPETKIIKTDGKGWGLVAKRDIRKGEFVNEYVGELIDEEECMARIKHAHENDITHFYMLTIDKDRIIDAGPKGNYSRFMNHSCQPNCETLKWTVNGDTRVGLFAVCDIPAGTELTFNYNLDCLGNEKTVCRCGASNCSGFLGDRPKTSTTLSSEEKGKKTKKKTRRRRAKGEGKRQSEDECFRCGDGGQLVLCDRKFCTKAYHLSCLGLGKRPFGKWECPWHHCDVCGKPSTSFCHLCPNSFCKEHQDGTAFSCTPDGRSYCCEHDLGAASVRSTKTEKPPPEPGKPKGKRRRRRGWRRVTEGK
* marks the source's active call; other numbers are inactive results; u = inconclusive. A portion of the library; the hit share may differ from the screen's.

SMILES,NSD2 block
C[C@H](CO)N1C[C@H](C)[C@@H](CN(C)C(=O)CCCN(C)C)OCCCC[C@H](C)Oc2ccc(N(C)C)cc2C1=O,-1.5
C[C@@H]1CN([C@H](C)CO)C(=O)c2cc(NC(=O)Cc3cn(C)c4ccccc34)ccc2O[C@@H]1CN(C)Cc1ccncc1,-4.3
Cc1ccc(S(=O)(=O)N(C)C[C@@H]2OCCCC[C@@H](C)Oc3ccc(NC(=O)c4ccccc4)cc3C(=O)N([C@@H](C)CO)C[C@@H]2C)cc1,-2.1
Cc1ccc(S(=O)(=O)Nc2ccc3c(c2)C(=O)N([C@H](C)CO)C[C@@H](C)[C@@H](CN(C)CC2CCCCC2)O3)cc1,-4.5
Cc1c(O)cc2c(c1O)C(=O)CC(c1ccc(O)cc1)O2 (stereo not given),13.1
COc1ccc(NC(=O)Nc2ccc3c(c2)CC(=O)N([C@@H](C)CO)C[C@H](C)[C@@H](CN(C)C(=O)Nc2ccc(C(F)(F)F)cc2)O3)cc1,-13.0
Cc1ccc(S(=O)(=O)Nc2ccc3c(c2)C(=O)N([C@H](C)CO)C[C@H](C)[C@@H](CN(C)CC2CC2)OCCCC[C@@H](C)O3)cc1,2.6
C=CCNC(=O)[C@H]1[C@@H]2C(=O)O[C@@H](c3ccccc3)[C@@H](c3ccccc3)N2[C@@H](c2ccc(OCCO)cc2)[C@]12C(=O)N(C(=O)OCCOC)c1ccc(C#CC3(O)CCCCCC3)cc12,-1.7
C[C@@H]1CN([C@@H](C)CO)C(=O)c2cc(NS(=O)(=O)c3cn(C)cn3)ccc2O[C@@H](C)CCCCO[C@H]1CN(C)C(=O)CCC(F)(F)F,6.0
CC(C)NC(=O)N(C)C[C@H]1Oc2ncc(C#Cc3ccccc3F)cc2C(=O)N([C@H](C)CO)C[C@@H]1C,-0.9
O=C(C[C@H]1C[C@H]2c3cc(NC(=O)CC4CC4)ccc3O[C@H]2[C@H](CO)O1)NCC(F)(F)F,12.5
CC(C)(C)[C@@H]1C=C(C(=O)N2CCCCCCC2)O[C@H](OCCCCO)C1,3.0
Cc1cccc(Nc2nnc(-c3ccc(C)c(S(=O)(=O)NCCO)c3)c3ccccc23)c1,-2.6
C[C@@H]1CN([C@@H](C)CO)C(=O)Cc2cc(NC(=O)Nc3ccc4c(c3)OCO4)ccc2O[C@@H]1CN(C)C(=O)Nc1ccc2c(c1)OCO2,-2.3
O=C(O)C1=C[C@H](c2csc3ccccc23)C[C@H](OCc2ccc(CO)cc2)O1,-1.5
C[C@@H]1CN([C@@H](C)CO)C(=O)CCCn2cc(nn2)CO[C@H]1CN(C)C(=O)Oc1ccccc1,13.9
COc1ccc(S(=O)(=O)Nc2cccc3c2O[C@@H](CN(C)Cc2ccccc2)[C@@H](C)CN([C@H](C)CO)C3=O)cc1,4.0
COC(=O)C[C@@H]1C[C@H]2c3cc(NC(=O)Nc4ccc(F)cc4)ccc3O[C@H]2[C@H](CO)O1,0.5
C[C@@H]1CN([C@@H](C)CO)C(=O)c2cc(NC(=O)CCC(F)(F)F)ccc2O[C@@H]1CN(C)S(=O)(=O)c1cn(C)cn1,0.6
COc1ccc(NC(=O)N(C)C[C@@H]2Oc3ccc(NC(=O)Nc4ccc(F)cc4)cc3CC(=O)N([C@@H](C)CO)C[C@@H]2C)cc1,-330.6
CN(C)C(=O)C[C@H]1C[C@H]2c3cc(NC(=O)CC4CC4)ccc3O[C@H]2[C@@H](CO)O1,2.7
C[C@@H]1CN([C@@H](C)CO)C(=O)c2cc(NC(=O)CCCN(C)C)ccc2O[C@@H]1CN(C)CC1CCCCC1,-0.8
COc1ccc(S(=O)(=O)Nc2ccc3c(c2)C(=O)N([C@H](C)CO)C[C@@H](C)[C@@H](CN(C)C(=O)Nc2ccc4c(c2)OCO4)O3)cc1,-11.3
C[C@H](CO)N1C[C@H](C)[C@@H](CN(C)C(=O)Nc2ccc(C(F)(F)F)cc2)OCCCC[C@H](C)Oc2ccc(N(C)C)cc2C1=O,-3.1
CC1(CO)CC(O)CC2(C)C3=C(CCC12)C(=O)OC3 (stereo not given),9.1
Cc1noc(C)c1NC(=O)N(C)C[C@@H]1Oc2ccc(NC(=O)CCN3CCOCC3)cc2C(=O)N([C@H](C)CO)C[C@@H]1C,2.6
C[C@@H]1CN([C@@H](C)CO)C(=O)c2cc(NC(=O)Cc3ccccc3)ccc2O[C@@H]1CN(C)S(C)(=O)=O,1.1
C[C@@H]1CN([C@H](C)CO)C(=O)c2cc(NS(=O)(=O)c3cn(C)cn3)ccc2O[C@@H]1CN(C)CC1CCCCC1,-3.0
Cc1noc(C)c1S(=O)(=O)Nc1ccc2c(c1)C(=O)N([C@@H](C)CO)C[C@H](C)[C@@H](CN(C)C(=O)NC1CCCCC1)O2,-2.5
CNC[C@@H]1Oc2cc(C#Cc3ccccc3OC)ccc2S(=O)(=O)N([C@H](C)CO)C[C@H]1C,7.8

Reformatted with each value named: 3 of the compounds above.
CN(C)C(=O)C[C@H]1C[C@H]2c3cc(NC(=O)CC4CC4)ccc3O[C@H]2[C@@H](CO)O1
  NSD2 block: 2.7
C[C@@H]1CN([C@@H](C)CO)C(=O)c2cc(NC(=O)CCCN(C)C)ccc2O[C@@H]1CN(C)CC1CCCCC1
  NSD2 block: -0.8
COc1ccc(S(=O)(=O)Nc2ccc3c(c2)C(=O)N([C@H](C)CO)C[C@@H](C)[C@@H](CN(C)C(=O)Nc2ccc4c(c2)OCO4)O3)cc1
  NSD2 block: -11.3

The list goes on.
SMILES,NSD2 block
Cc1ccc(S(=O)(=O)N(C)C[C@@H]2Oc3ccc(NC(=O)Nc4ccc(C(F)(F)F)cc4)cc3CC(=O)N([C@@H](C)CO)C[C@@H]2C)cc1,-5.7
CC(=O)N(C)C[C@@H]1Oc2ncc(C#Cc3ccccc3F)cc2C(=O)N([C@@H](C)CO)C[C@@H]1C,u
COc1cccc(S(=O)(=O)N(C)C[C@H]2Oc3cc(C4=CCCC4)ccc3S(=O)(=O)N([C@H](C)CO)C[C@@H]2C)c1,5.0
CC(C)C#Cc1ccc2c(c1)O[C@@H](CN(C)Cc1ccccc1)[C@H](C)CN([C@@H](C)CO)S2(=O)=O,7.3
C[C@H](CO)N1C[C@H](C)[C@H](CN(C)S(=O)(=O)c2ccc(Cl)cc2)Oc2ccc(NC(=O)NC3CCCCC3)cc2C1=O,-0.6
C[C@H](CO)N1C[C@H](C)[C@@H](CN(C)CC2CC2)Oc2ccc(NC(=O)CCCCCC(=O)Nc3ccccc3N)cc2CC1=O,1.8
C[C@@H]1CN([C@@H](C)CO)C(=O)c2cc(NS(=O)(=O)c3cn(C)cn3)ccc2O[C@@H]1CN(C)Cc1ccc(Oc2ccccc2)cc1,3.4
C[C@@H]1CN([C@@H](C)CO)C(=O)c2cc(C#CC3CCCCC3)cnc2O[C@H]1CN(C)Cc1cncnc1,-3.4
C[C@@H]1CN([C@H](C)CO)C(=O)c2cc(NS(=O)(=O)c3ccc(F)cc3)ccc2O[C@H]1CN(C)S(=O)(=O)c1ccc(Cl)cc1,-4.2
COCC(=O)N(C)C[C@@H]1Oc2ncc(-c3ccc(C)cc3)cc2C(=O)N([C@@H](C)CO)C[C@@H]1C,7.1
C[C@@H]1CN([C@H](C)CO)C(=O)Cc2cc(NS(=O)(=O)c3ccc(F)cc3)ccc2O[C@H]1CN(C)C(=O)Nc1ccc2c(c1)OCO2,3.3
CC(C)NC(=O)N(C)C[C@H]1Oc2cc(-c3ccncc3)ccc2S(=O)(=O)N([C@H](C)CO)C[C@@H]1C,0.7
C[C@H]1CN([C@@H](C)CO)C(=O)Cc2cc(NC(=O)Nc3ccc4c(c3)OCO4)ccc2O[C@@H]1CN(C)Cc1ccc(C(=O)O)cc1,0.8
COc1ccc(NC(=O)N(C)C[C@H]2Oc3ccc(NC(=O)Nc4ccc5c(c4)OCO5)cc3CC(=O)N([C@H](C)CO)C[C@@H]2C)cc1,-3.6
C[C@@H]1CN([C@H](C)CO)C(=O)c2cc(NC(=O)C3CC3)ccc2O[C@H]1CN(C)C(=O)Nc1cccc2ccccc12,2.4
C/C=C/c1ccc2c(c1)O[C@@H](CN(C)C(=O)Nc1cc(F)ccc1F)[C@H](C)CN([C@@H](C)CO)S2(=O)=O,-2.8
C[C@H](CO)N1C[C@H](C)[C@@H](CN(C)C(=O)NC2CCCCC2)Oc2ccc(NS(C)(=O)=O)cc2C1=O,0.4
Cc1noc(C)c1S(=O)(=O)Nc1ccc2c(c1)C(=O)N([C@H](C)CO)C[C@H](C)[C@H](CN(C)Cc1ccc(C(F)(F)F)cc1)OCCCC[C@@H](C)O2,-0.4
CC(C)NC(=O)Nc1ccc2c(c1)C(=O)N([C@@H](C)CO)C[C@@H](C)[C@@H](CN(C)S(=O)(=O)c1ccccc1)OCCCC[C@H](C)O2,4.2
C[C@@H]1CN([C@H](C)CO)C(=O)c2cc(NC(=O)NC3CCCCC3)ccc2O[C@@H](C)CCCCO[C@H]1CN(C)Cc1ccc(C(=O)O)cc1,1.2
C[C@@H]1CN([C@@H](C)CO)C(=O)c2cc(NC(=O)Nc3ccc(C(F)(F)F)cc3)ccc2O[C@@H]1CN(C)C(=O)Nc1cccc2ccccc12,-8.8
C[C@H](CO)N1C[C@H](C)[C@@H](CN(C)C(=O)Nc2ccc3c(c2)OCO3)Oc2c(NC(=O)Nc3cccc4ccccc34)cccc2C1=O,3.1
Cc1noc(C)c1NC(=O)N(C)C[C@@H]1OCCCC[C@@H](C)Oc2ccc(NS(=O)(=O)c3cccs3)cc2C(=O)N([C@H](C)CO)C[C@H]1C,1.7
C[C@H](CO)N1C[C@H](C)[C@H](CN(C)C(=O)NC2CCCC2)Oc2cc(/C=C/c3ccccc3)ccc2S1(=O)=O,0.7
COc1ccc(S(=O)(=O)N(C)C[C@@H]2Oc3ccc(NC(=O)NC4CCCCC4)cc3CC(=O)N([C@@H](C)CO)C[C@H]2C)cc1,4.5
COc1ccccc1-c1cnc2c(c1)C(=O)N([C@@H](C)CO)C[C@H](C)[C@H](CN(C)C(=O)CC1CC1)O2,5.8
CC(C)NC(=O)N(C)C[C@@H]1Oc2cc(-c3ccccc3F)ccc2S(=O)(=O)N([C@H](C)CO)C[C@H]1C,-0.2
COC(=O)CCCCCCC(=O)N/N=C/CCC1CCCCC1,-2.3
COc1ccc(S(=O)(=O)N(C)C[C@H]2OCCCC[C@@H](C)Oc3ccc(N(C)C)cc3C(=O)N([C@@H](C)CO)C[C@H]2C)cc1,-0.3
C[C@H](CO)N1C[C@H](C)[C@H](CN(C)Cc2ccccn2)Oc2cc(-c3ccc(C#N)cc3)ccc2S1(=O)=O,-4.8
C[C@H]1CN([C@@H](C)CO)C(=O)c2cc(-c3ccccc3F)cnc2O[C@@H]1CN(C)Cc1ccccc1F,15.9
C/C=C/c1ccc2c(c1)O[C@H](CN(C)C(=O)c1ccncc1)[C@H](C)CN([C@H](C)CO)S2(=O)=O,10.6
COc1cccc(C#Cc2cnc3c(c2)C(=O)N([C@@H](C)CO)C[C@@H](C)[C@@H](CN(C)C(C)=O)O3)c1,2.9
COCC(=O)Nc1ccc2c(c1)[C@@H]1C[C@H](CC(=O)N3CCN(C)CC3)O[C@@H](CO)[C@@H]1O2,-2.6
C[C@@H]1CN([C@H](C)CO)S(=O)(=O)c2ccc(C#C[C@@H](C)O)cc2O[C@H]1CN(C)C(=O)C1CCCCC1,-2.8
C[C@@H]1CN([C@@H](C)CO)C(=O)c2cc(NS(=O)(=O)c3ccc(Cl)cc3)ccc2O[C@@H]1CN(C)Cc1ccc(-c2ccccc2)cc1,-16.4
C[C@@H]1CN([C@H](C)CO)C(=O)c2cccc(NC(=O)Nc3ccc(C(F)(F)F)cc3)c2O[C@H]1CN(C)C(=O)Nc1ccc(F)cc1,-5.0
CCCNC(=O)N(C)C[C@H]1Oc2cc(-c3cccnc3)ccc2S(=O)(=O)N([C@H](C)CO)C[C@H]1C,-0.7
Cc1noc(C)c1S(=O)(=O)Nc1ccc2c(c1)CC(=O)N([C@@H](C)CO)C[C@H](C)[C@@H](CN(C)C(=O)Nc1cccc3ccccc13)O2,1.7
COc1ccc(NC(=O)N(C)C[C@@H]2Oc3c(NS(=O)(=O)c4ccc(Cl)cc4)cccc3C(=O)N([C@H](C)CO)C[C@H]2C)cc1,-0.6
CC(=O)N(C)C[C@H]1Oc2cc(-c3ccncc3)ccc2S(=O)(=O)N([C@@H](C)CO)C[C@@H]1C,-4.5
CC(C)NC(=O)Nc1ccc2c(c1)C(=O)N([C@H](C)CO)C[C@H](C)[C@H](CN(C)Cc1ccccc1)OCCCC[C@H](C)O2,-2.0
COc1ccccc1CNC(=O)C[C@@H]1C[C@H]2c3cc(NC(=O)CN(C)C)ccc3O[C@H]2[C@H](CO)O1,-2.0
CC(C)NC(=O)N(C)C[C@H]1Oc2ccc(NC(=O)Cc3ccccc3)cc2C(=O)N([C@H](C)CO)C[C@@H]1C,2.6
COc1ccc(S(=O)(=O)N(C)C[C@@H]2Oc3c(NC(=O)c4cc(C)nn4C)cccc3C(=O)N([C@@H](C)CO)C[C@@H]2C)cc1,8.9
C[C@@H]1CN([C@@H](C)CO)C(=O)c2cccc(NS(=O)(=O)c3ccccc3)c2O[C@@H]1CN(C)C,-1.6
COc1ccccc1-c1cnc2c(c1)C(=O)N([C@@H](C)CO)C[C@H](C)[C@@H](CN(C)C(=O)c1ccncc1)O2,4.5
O=C(O)c1ccc(/C=N/NC(=O)c2ccc(C(=O)NO)cc2)cc1,3.4
C[C@@H]1CN([C@@H](C)CO)C(=O)Cc2cc(NS(C)(=O)=O)ccc2O[C@H]1CN(C)C(=O)Nc1ccc(C(F)(F)F)cc1,37.0

Two compounds drawn at random from the list so far, as already listed:
SMILES,NSD2 block
CCCNC(=O)N(C)C[C@H]1Oc2cc(-c3cccnc3)ccc2S(=O)(=O)N([C@H](C)CO)C[C@H]1C,-0.7
CC(=O)N(C)C[C@H]1Oc2cc(-c3ccncc3)ccc2S(=O)(=O)N([C@@H](C)CO)C[C@@H]1C,-4.5
